# D2 PAM: D2 dopamine receptor (human) potentiation | P14416 | HEK293 T-REx D2, calcium flux, EC20 dopamine potentiation | potentiation, % at 10 µM | 340,000 tested, 0.34% active | AID 485347;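 active = potentiation over 3 SD above the plate norm, cut at about 30% in these data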; note: 0% is about no effect
#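 Tetracycline-induced Hek293 Trex D2 cells, force-coupled to calcium, loaded with no-wash calcium dye. Compound added with 180 s kinetic read for agonism, then EC20 dopamine and a further 180 s read for potentiation.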
# Vif-A3G inh: inhibitors of Vif-APOBEC3G interaction. Q9HC16. HeLa A3G-eYFP + Vif (tagged APOBEC3G with the HIV-1 protein that degrades it), YFP fluorescence, overnight. Potency, µM (titrated, usually from 46.1 µM), for inactives: at the highest dose activity, negative = active, actives largely listed as inhibitors. 410,000 tested, 0.076% active;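 note: potency is the fitted concentration of half-maximal effect; % is set by controls: 0 for no effect and ±100 for the full control effect; nearly all actives have a fitted effect of over 60% in size; hits raise eYFP signal because A3G escapes Vif-driven loss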
#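 Read-out is eYFP fluorescence (Ex 488/Em 500-530) from Vif-expressing HeLa A3G-eYFP cells; more signal means A3G escaped Vif-mediated degradation. Cells plated overnight, compound pinned in, incubated overnight at 37 deg C.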
# RXFP1 antagonist: RXFP1 (human) relaxin receptor antagonism. Q9HBX9. HEK293-RXFP1, relaxin-stimulated cAMP HTRF, 30 min; active compounds read low. activity change, negative = inhibition, % at 57.5 µM. 350,000 tested, 0.59% active. AID 1259400;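 active = activity change of -60% or lower, but not beyond a set lower limit; inconclusive = change between -60% and -40%, or beyond the set limit; inactive = change above -40%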; note: % is set by controls: 0 for no effect and ±100 for the full control effect
# Target sequence (Q9HBX9 whole entry, looked up): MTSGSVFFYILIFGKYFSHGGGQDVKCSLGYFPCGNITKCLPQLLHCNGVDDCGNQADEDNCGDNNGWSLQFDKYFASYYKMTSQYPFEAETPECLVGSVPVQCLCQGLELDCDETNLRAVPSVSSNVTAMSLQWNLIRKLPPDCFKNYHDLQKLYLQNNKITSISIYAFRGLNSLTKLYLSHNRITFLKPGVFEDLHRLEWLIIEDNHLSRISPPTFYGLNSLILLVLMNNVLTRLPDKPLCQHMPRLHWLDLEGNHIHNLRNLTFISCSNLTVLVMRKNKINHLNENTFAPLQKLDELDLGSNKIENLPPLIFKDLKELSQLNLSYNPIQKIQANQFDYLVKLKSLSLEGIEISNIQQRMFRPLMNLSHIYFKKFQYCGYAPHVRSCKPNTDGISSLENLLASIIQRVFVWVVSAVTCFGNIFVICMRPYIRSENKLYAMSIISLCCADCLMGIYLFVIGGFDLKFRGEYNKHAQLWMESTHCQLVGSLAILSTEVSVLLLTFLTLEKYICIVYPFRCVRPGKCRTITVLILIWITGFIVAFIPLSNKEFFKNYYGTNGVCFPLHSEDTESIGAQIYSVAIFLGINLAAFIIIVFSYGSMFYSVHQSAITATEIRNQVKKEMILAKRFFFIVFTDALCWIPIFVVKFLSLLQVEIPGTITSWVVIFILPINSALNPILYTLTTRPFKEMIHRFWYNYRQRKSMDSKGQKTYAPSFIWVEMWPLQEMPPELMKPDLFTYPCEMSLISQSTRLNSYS
# D1 antagonist: blocks dopamine activation of the human D1 receptor; P21728; HEK293 TREx D1 cells, calcium flux, dopamine EC80; active compounds read low; activity change, negative = inhibition, % at 10 µM; 360,000 tested, 3.2% active; in the data active = activity change below about -30%; note: % is set by controls: 0 for no effect and ±100 for the full control effect
#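 Kinetic fluorescence of a calcium dye serves as the read-out. D1-expressing Hek293 Trex cells, induced overnight at 30 C, are exposed to compound for 180 s before an EC80 dopamine addition, then read 180 s further.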
# RXFP1 ag: activates the human relaxin receptor RXFP1. Q9HBX9. Potency, µM (doses to about 57.5 µM), inactives show at the highest dose activation, usual class: activators. HEK293T-RXFP1 cAMP TR-FRET, 30 min; response scale: percent of porcine relaxin response, buffer zero. AID 2676. 370,000 tested, 0.3% active; note: potency is the fitted concentration of half-maximal effect; % is set by controls: 0 for no effect and ±100 for the full control effect; nearly all actives have a fitted effect of over 60% in size; many of its hits are not listed in these tables
#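 HEK293 cells stably expressing RXFP1, treated 30 min at 37C with compounds plus PDE4 inhibitor Ro 20174; cAMP measured by HTRF TR-FRET. Normalized to buffer and 29 nM porcine relaxin; EC50 by Hill fit.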
# D1 agonist: human D1 receptor agonism | 360,000 tested, 1% active | AID 504660 | activation, % at 2 µM | HEK293 T-REx D1 cells, calcium flux, agonist mode | P21728; in the data active = activation above about 30%; note: 0% is about no effect
#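 Tetracycline-induced HEK293 TREx D1 cells, force-coupled to calcium signalling, were dye-loaded with a no-wash calcium kit. Compound was pin-added after a 10 s baseline. Fluorescence was read kinetically at 1 cycle/s for 180 s, with calcium rises flagged as agonism.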
# D1 potentiator: human D1 dopamine receptor positive modulation; P21728; HEK293 TREx D1 cells, calcium flux, dopamine EC20 potentiation; potentiation, % at 10 µM; 360,000 tested, 0.036% active; AID 504651; in the data active = potentiation above about 30%; note: 0% is about no effect
# Vif-A3F inh: Vif-A3F binding inhibition | AID 602313 | 390,000 tested, 0.2% active | Potency, µM (highest dose often 46.1 µM), for the others: at the top dose activity, negative = active | HeLa A3F-eYFP + Vif (tagged APOBEC3F with the HIV-1 protein that degrades it), YFP fluorescence increase; note: potency is the fitted concentration of half-maximal effect; % of control where 0% means no effect; nearly all actives have a fitted effect of over 65% in size
#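 HeLa cells stably expressing Vif plus C-terminally eYFP-tagged A3F were seeded, incubated overnight at 37 deg C, dosed with compound, incubated overnight again at 37 deg C. Yellow fluorescence (Ex 488/Em 500-530) reported blocked Vif-mediated A3F-eYFP degradation.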
# GRP78 ERSR act: inducers of ER stress response in human glioma cells | U87-MG GRP78 promoter luciferase reporter, 16 h | Potency, µM, for the others: at the highest dose activation, most hits filed as activators | 420,000 tested, 0.02% active; note: potency is the fitted concentration of half-maximal effect; series mostly up to about 76 µM; % of control where 0% means no effect; nearly all actives have a fitted effect of over 35% in size
#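 ERSR induction read as luciferase luminescence (Bright-Glo, 10 min at room temperature) in stably transfected human U87-MG glioma cells exposed to compounds for 16 h, using GRP78 as sensor.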
# An asterisk follows results filed as active; ? = inconclusive; / = not tested or not shown. Unless noted, calls come from the whole dose curve; as a rule, active = well fitted curve in the direction sought with a large enough effect; inconclusive = small, poorly fitted or top-dose-only effect, or another doubt; inactive = no such curve, though single readings can be large; an effect the other way counts as inactive or inconclusive. These rows are one share of the data. The share of hits here may be higher or lower than overall.
# Order of values: D2 PAM	Vif-A3G inh	RXFP1 antagonist	D1 antagonist	RXFP1 ag	D1 agonist	D1 potentiator	Vif-A3F inh	GRP78 ERSR act
CC(OC(=O)C(C)N1C(=O)C2C3C=CC(C4CC34)C2C1=O)C(=O)c1ccccc1 (configuration not stated)
  9	-1%	-15	-38*	0.5%	10	2	1%	-3%
Cc1ccccc1-c1nc2sc3c(c2c(=O)n1N)CCCC3
  -8	-5%	-11	13	0.9%	1	6	8%	-3%
CCN(CC)c1ccc2cc(C(=O)O)c(=O)oc2c1
  13	-10%	-1	-11	3.9%	11	-2	-17%	3%
CCN1C(=O)/C(=C\c2ccncc2)SC1=S
  19	1%	-26	-4	-2.0%	2	0	-1%	-1%
CCOC(=O)c1c(NC(=O)CSc2ncnc3ccccc23)sc(C(C)=O)c1C
  /	1%	-5	1	29%	1	8	5%	-6%
CN(c1ccc(C(=O)NC2CCCCC2)cc1)S(=O)(=O)c1ccccc1
  /	5%	-12	/	/	/	/	3%	-3%
O=c1oc2cc(O)ccc2cc1-c1ccc(F)cc1
  -5	0%	6	-28	15%	4	-5	1%	3%
Cc1noc(C(=O)Nc2ccc(F)cc2F)c1Cl
  1	-1%	29	-2	1.1%	0	1	-7%	-4%
COc1cccc(CNC(=O)c2c(C)nn(-c3ccc(F)cc3)c2-n2cccc2)c1
  0	0%	/	-5	3.3%	2	-2	-2%	-3%
O=C(c1ccccc1)c1ccc2nc(Nc3ccccc3Cl)c3nncn3c2c1
  11	-5%	-1	11	4.0%	0	5	-9%	-2%
Cc1ccc(N2CCN(S(=O)(=O)N(C)C)CC2)cc1Cl
  -4	0%	-9	-16	1.1%	11	-1	/	-1%
COc1ccccc1C(=O)NC(CCSC)C(=O)OCC(=O)N1CCN(S(=O)(=O)c2ccc(C)cc2)CC1 (configuration not stated)
  /	-6%	7	/	/	/	/	-14%	1%
CCN(CC)CCN1C(=O)c2oc3ccc(F)cc3c(=O)c2C1c1ccncc1 (configuration not stated)
  -1	5%	7	5	8.1%	4	-3	-6%	-2%
c1ccc(N=C(c2cccs2)N2CCOCC2)cc1
  -14	0%	-5	4	0.5%	1	2	0%	2%
COCCNC(=O)[C@@H]1CSC2c3ccc(OC)c(OC)c3C(=O)N21 (some centres not stated)
  -4	2%	6	5	-1.0%	8	-5	0%	-2%
COc1ccc(NC(=O)NNS(=O)(=O)c2ccc(OC)c(OC)c2)c(OC)c1
  5	1%	-9	2	-3.2%	1	0	-9%	-6%
CSc1ccc(CNC(=O)Cn2c(-c3cccs3)cc3cc(F)ccc32)cc1
  3	-7%	-11	-2	2.6%	4	6	?	-3%
CC1(C)CC(=O)C2=C(C1)NC(=O)CC2c1cc(F)ccc1F (configuration not stated)
  -4	-3%	-10	-12	0.1%	2	-10	-8%	-3%
Cc1cc(C)c(OCC(=O)NCCCn2nc(C)cc2C)c(C)c1
  -7	0%	-1	6	-0.2%	1	3	-1%	-4%
O=C(NCc1n[nH]c(=S)n1-c1ccc(Cl)c(Cl)c1)c1ccc(S(=O)(=O)N2CCCCC2)cc1
  15	0%	-60*	-10	0.8%	3	0	6%	-4%
Cc1ccc(Nc2cc(C)nc(N3CCOCC3)n2)cc1
  -4	-2%	-1	-6	-0.3%	4	-1	8%	1%
O=C(CSc1nnc(-c2ccccc2)n1C1CCCCC1)N1CCCC1
  5	1%	-13	10	0.6%	2	-2	-1%	3%
CCCCN(CCCC)S(=O)(=O)c1c(C)[nH]c(=O)[nH]c1=O
  -5	0%	0	-9	-1.5%	2	-2	8%	4%
COc1ccc(NCc2nnc(SCC(=O)c3ccc(OC)cc3)o2)cc1
  -6	-1%	-2	-24	0.5%	1	2	8%	-2%
C=CCc1c(C)nc2cc(-c3ccc(C)cc3)[nH]n2c1=O
  -9	-9%	8	4	-0.8%	4	-1	11%	-6%
O=C(COC(=O)CC1CC2CCC1C2)Nc1ccc(F)cc1Cl (configuration not stated)
  /	0%	-2	/	/	/	/	-2%	-1%
Cc1ccc(NC(=O)CSc2nc3ccc(NC(=O)c4cccc(Cl)c4)cc3s2)c(C)c1
  -8	2%	/	-14	0.1%	5	0	-3%	0%
CCN(CC(=O)Nc1c(F)cccc1F)C(=O)CNC(=O)c1ccc(Br)o1
  6	4%	-14	13	-0.5%	4	-6	1%	-3%
Cc1ccc(C(=O)N2CCN(c3ccc(N4CCOCC4)nn3)CC2)cc1
  3	1%	-6	-32*	0.4%	1	-11	6%	-4%
CCOC(=O)Cn1c(=O)n(CC2CCCO2)c2nc(-c3ccc(CC)cc3)nc(C(N)=O)c21 (configuration not stated)
  4	0%	/	-12	2.6%	6	-3	8%	-2%
CNC(=O)c1[nH]cnc1C(=O)Nc1ccc(OC)cc1
  9	7%	/	-3	0.1%	0	3	5%	12%
COc1cc(OC)cc(-c2nnc(SCc3cccnc3)o2)c1
  5	-1%	-16	-4	2.9%	2	-9	-8%	-3%
CCN1CCN(c2cc(C)c3cc(NC(=S)N4CCCC(C)C4)ccc3n2)CC1 (configuration not stated)
  0	8%	-1	5	4.2%	4	-4	-5%	-5%
O=C1c2ccccc2-c2nc3ncnn3c(-c3ccccc3Cl)c21
  12	-6%	/	3	3.0%	0	-4	-7%	-4%
Cc1cccc(NS(=O)(=O)c2cccc(C(=O)N3CCN(S(=O)(=O)c4ccccc4)CC3)c2)c1
  2	1%	-22	-21	0.7%	1	-1	3%	-4%
CCOC(=O)N1CCN(C(=O)CSCc2ccc(C)cc2)CC1
  9	4%	4	18	1.6%	-1	-4	-1%	3%
C#CCOc1ccccc1/C=C1/C(=O)ON=C1C
  4	-6%	-5	14	0.7%	4	3	-3%	-5%
Cc1ccc(NC(=O)C(c2ccccc2)N2CCN(CC(=O)NC3CC3)CC2)cc1Cl (configuration not stated)
  -8	2%	6	-6	0.0%	-1	1	10%	-2%
CCC(=O)OCc1c(C(F)(F)F)nn(C)c1Sc1ccc(Cl)cc1
  22	-3%	-27	-33*	0.8%	19	-2	-6%	5%
COc1ccccc1NC(=O)CN1CCN(CC(=O)Nc2cc(C)ccc2OC)CC1
  8	3%	-1	-14	-0.1%	1	-2	5%	-1%
CC(=O)NC1C(=O)SC1(C)C (configuration not stated)
  0	/	/	1	2.1%	2	0	/	/
C[C@]12C(=O)N(c3ccccc3)C(=O)N1[C@@H]1c3ccccc3OC[C@@H]1[C@H]2c1ccccc1
  6	0%	/	11	1.0%	3	6	0%	-3%
CC(=O)N/C(=C\c1ccccc1)C(=O)OCC(=O)N(C)C1CCS(=O)(=O)C1 (configuration not stated)
  /	0%	1	/	/	/	/	0%	-5%
CC(C)Oc1ccc(C(=O)N(Cc2ccc(N(C)C)cc2)Cc2ccco2)cc1
  -3	/	-12	-6	0.7%	1	0	/	/
Cc1ccc(S(=O)(=O)N(C)c2ccc(C(=O)NCC3CCCO3)cc2)cc1 (configuration not stated)
  -6	1%	7	-2	2.0%	2	-1	-3%	-6%
Cc1[nH]cnc1CSCCN
  6	-1%	0	11	-1.3%	3	-4	0%	0%
CC(C)(C)c1ccccc1NC(=O)c1cnn2c(C(F)F)cc(-c3ccccc3)nc12
  2	-3%	/	-8	2.0%	0	-3	2%	-4%
CC(C)n1c(C(F)(F)F)nc2cc(C(=O)N3CCC(O)CC3)ccc21
  -10	-1%	-19	-5	-0.3%	2	2	8%	-6%
CCNC(=O)NC(=O)CN(C)c1ccccc1
  20	-2%	-9	-13	-1.8%	1	-5	-20%	-2%
N=c1oc2ccccc2cc1C(=O)NC1CCCCCC1
  4	2%	-3	19	8.8%	4	7	-6%	-13%
O=C(Nc1cccc(S(=O)(=O)N2CCOCC2)c1)C(c1ccccc1)N1CCCCC1 (configuration not stated)
  /	-1%	4	-1	-0.6%	-2	-4	3%	-5%
Cc1nc(C(=O)NC2CCCCC2)sc1C1(C)CC(c2cccc([N+](=O)[O-])c2)=NO1 (configuration not stated)
  6	1%	/	8	2.0%	5	-7	3%	0%
C=CCOC(=O)C1=C(C)NC(SCC(N)=O)=C(C#N)C1c1cccs1 (configuration not stated)
  -12	-10%	-11	-45*	3.4%	-1	-4	1%	-4%
CC(=O)NC(CC(=O)N(Cc1ccccc1)c1ccc(C)cc1)c1ccccc1 (configuration not stated)
  1	-3%	0	-3	4.2%	0	3	-4%	0%
COCCn1c(SCc2ccc(OC)c(F)c2)nc2ccccc2c1=O
  6	-5%	7	0	2.5%	6	-1	5%	-4%
COc1ccc(C(=O)NCCc2c[nH]c3ccccc23)cc1S(=O)(=O)N1CCOCC1
  -1	1%	-5	-12	0.4%	0	0	-7%	-8%
O=C(OCc1nc2ccc(Cl)cc2n1CCO)c1ccccc1C(=O)c1ccccc1
  /	-9%	-2	-20	0.2%	0	-3	-4%	-5%
O=C(CC(=O)Nc1cccc(F)c1)Nc1cccc(F)c1
  -8	-2%	-3	-4	-0.2%	6	-3	-8%	1%
Cc1cccc2c(N=Nc3ccccc3)c(O)[nH]c12
  11	-23%	-5	21	5.2%	8	4	?	2%
Cc1ccc(OCC(=O)NCc2cccs2)c([N+](=O)[O-])n1
  -2	0%	-10	-7	-0.7%	1	-11	2%	-5%
CCc1ccc(CN2CCC(n3nccc3NC(=O)c3cccc(F)c3)CC2)cc1
  8	-1%	-23	0	1.3%	6	15	-5%	-5%
Cc1ccc(-c2nn(C)c(=O)c3ccccc23)cc1CN1CCCCC1
  -10	-10%	-6	31	4.8%	3	-4	-1%	0%
CC(C)Oc1cccc(C(=O)NC(=S)Nc2ccc(Cl)c(C(=O)O)c2)c1
  5	-2%	-2	-6	0.5%	0	5	-1%	-2%
